From PubChem
LMPTP block = LMPTP phosphatase inhibitors, primary screen, biochemical, fluorescence intensity, uHTS; recombinant LMPTP-A, OMFP fluorogenic substrate; 0.22% of 360,000 active; inhibition, % at 20 µM; AID 651560, 2012;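 active means compounds that cut the enzyme signal by at least half of the control window in the single-dose screen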;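 further: plate controls were DMSO wells with enzyme plus substrate for no effect and substrate without enzyme for full effect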
Target sequence (P24666 whole entry, looked up): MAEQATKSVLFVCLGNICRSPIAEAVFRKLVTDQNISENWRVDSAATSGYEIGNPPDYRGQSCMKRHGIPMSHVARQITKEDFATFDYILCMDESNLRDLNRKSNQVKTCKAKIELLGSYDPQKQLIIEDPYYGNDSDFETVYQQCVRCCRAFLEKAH
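Test system: LMPTP-A phosphatase enzyme; input: 0.625 nM LMPTP-A final; reagent: OMFP substrate, 400 µM final; compound dosing: 20 µM single dose, 3% DMSO; incubation: 50 min dark incubation at room temperature; measured by: endpoint fluorescence intensity from OMFP dephosphorylation; measure: % inhibition relative to no-enzyme and uninhibited control wells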
Tb MetRS inh = T. brucei MetRS inhibitors, primary screen, biochemical, luminescence | methionyl-tRNA synthetase (Trypanosoma brucei brucei) | purified T. brucei MetRS, ATP depletion, Kinase-Glo luminescence | inhibition, % at 11.9 µM | 0.4% of 360,000 active | AID 624268, 2012;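 active means inhibition above a per-plate cutoff of the control wells' mean inhibition plus 3 SD, cut at about 5.5% in these data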;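 further: 0% = DMSO wells median and 100% = median of wells with control inhibitor compound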
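Material: T. brucei methionyl-tRNA synthetase, purified; reagent: substrates ATP, L-methionine and bulk Escherichia coli tRNA; dosing: 11.9 µM single point; timing: 15 min plus 2 h at 25 °C; detection: luminescence of leftover ATP; evaluation: % inhibition; control set: DMSO-only wells as low control; replicates: singlicate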
STEP block = STEP phosphatase inhibitors, primary screen, biochemical, fluorescence intensity, uHTS; Tyrosine-protein phosphatase non-receptor type 5 (Homo sapiens), P54829; recombinant STEP, OMFP fluorogenic substrate; inhibition, % at 20 µM; 0.25% of 360,000 active; AID 588621, 2011;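 active means inhibition at 20 µM, scaled per plate between control wells, above about 37%, limit read from the data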;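 further: 0% = DMSO with enzyme and substrate and 100% = substrate only without enzyme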
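Assay system: isolated STEP enzyme. Buffer or medium: pH 6.0 Bis-Tris with DTT and Tween 20. Also added: fluorogenic phosphatase substrate OMFP at 25 µM final. Dosing: 20 µM, 1% DMSO. Timing: 20 min reaction, room temperature, in the dark. Measured by: fluorescence intensity, excitation 480 nm, emission 540 nm. Evaluation: normalized % inhibition.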
NadD inh = inhibitors of S. aureus NadD, primary screen, biochemical, colorimetric, uHTS. Nicotinate-nucleotide adenylyltransferase NadD (Staphylococcus aureus N315). purified NadD enzyme, colorimetric absorbance read-out. inhibition, % at 20 µM. 0.78% of 360,000 active; in the data active means inhibition above about 26%; further: some compounds past the cut are filed as inactive
Scp-1 inhibitor = Scp-1 phosphatase inhibitors, primary screen, biochemical, colorimetric, uHTS. Carboxy-terminal domain RNA polymerase II polypeptide A small phosphatase 1 (Homo …. Recombinant Scp1, phosphopeptide, malachite green phosphate absorbance. inhibition, % at 20 µM. 0.88% of 340,000 active. AID 493091, 2011;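 active means inhibition above about 50% at 20 µM, limit read from the data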;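 further: plate controls were DMSO wells with enzyme for no effect and wells lacking enzyme for full effect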
Target sequence (Q9GZU7 76-261 limits assumed): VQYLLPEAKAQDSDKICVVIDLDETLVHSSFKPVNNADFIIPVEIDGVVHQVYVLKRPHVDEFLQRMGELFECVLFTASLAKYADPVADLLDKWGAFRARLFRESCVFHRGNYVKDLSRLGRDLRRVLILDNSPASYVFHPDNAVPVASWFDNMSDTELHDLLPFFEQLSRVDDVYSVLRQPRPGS
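Material: truncated SCP-1 phosphatase (76-261aa) / Buffer or medium: 50 mM Tris acetate pH 5.5, 0.005% Tween-20, 10 mM MgCl2 / Compound dosing: one concentration, 20 µM, with 1.0% DMSO / Incubation: 45 min room-temperature reaction, 5 min colour, 30 min stabiliser / Detection: colorimetric free-phosphate detection, absorbance 630 nm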
Rpn11 block = Rpn11 (PSMD14) deubiquitinase inhibitors, primary screen, biochemical, fluorescence polarization, uHTS | 26S proteasome non-ATPase regulatory subunit 14 (Homo sapiens), O00487 | human 26S proteasome, Ub4-pepOG fluorescence polarization; 20S core pre-blocked with epoxomicin | calls only at 20 µM | 0.59% of 360,000 active | AID 588493, 2011;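 active means inhibition at 20 µM, scaled to each plate's controls, above about 33%, limit read from the data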
DNMT1 block = human DNMT1 methyltransferase inhibitors, primary screen, biochemical, molecular beacon, fluorescence, HinP1I cleavage, uHTS. 0.83% of 360,000 active. inhibition (reported as % activation of signal), % at 10 µM; in the data active means inhibition above about 50%
MLLE-PAM2 inh = inhibitors of PABP1 MLLE–PAM2 peptide binding, primary screen, biochemical, fluorescence polarization, FITC-PAM2, GST-MLLE; inhibition, % at 20 µM; 0.36% of 360,000 active; Polyadenylate-binding protein 1 (Homo sapiens), P11940; in the data active means inhibition above about 35%, passing the limit was not always enough;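 further: plate controls were DMSO wells with GST-MLLE for no effect and wells lacking GST-MLLE protein for full effect; some results filed as inactive read as strong as hits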
Target sequence (P11940 whole entry, looked up): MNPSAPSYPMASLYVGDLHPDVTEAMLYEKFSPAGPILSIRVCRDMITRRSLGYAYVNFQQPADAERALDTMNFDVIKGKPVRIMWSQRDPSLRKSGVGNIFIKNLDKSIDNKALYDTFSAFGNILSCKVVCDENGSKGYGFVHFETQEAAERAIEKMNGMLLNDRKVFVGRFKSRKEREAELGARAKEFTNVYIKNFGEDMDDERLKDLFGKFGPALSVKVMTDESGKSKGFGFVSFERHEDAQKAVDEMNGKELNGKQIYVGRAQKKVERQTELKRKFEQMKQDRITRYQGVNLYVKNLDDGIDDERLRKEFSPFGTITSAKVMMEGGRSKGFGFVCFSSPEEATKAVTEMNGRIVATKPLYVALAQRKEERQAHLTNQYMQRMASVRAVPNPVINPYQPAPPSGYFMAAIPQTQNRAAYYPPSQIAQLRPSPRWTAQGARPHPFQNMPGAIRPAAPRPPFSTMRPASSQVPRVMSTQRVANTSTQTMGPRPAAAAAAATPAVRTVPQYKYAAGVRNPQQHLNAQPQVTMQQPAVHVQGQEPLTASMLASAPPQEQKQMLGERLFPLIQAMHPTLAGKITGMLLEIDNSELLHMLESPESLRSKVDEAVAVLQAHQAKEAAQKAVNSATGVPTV
SUMO1 PPI mod = modulators of SUMO1 protein-protein interactions, primary screen, biochemical, uHTS | Small ubiquitin-related modifier 1 (Homo sapiens), P63165 | SUMO1 binding to a labelled peptide, TR-FRET, 1 h | inhibition, % at 20 µM | 0.33% of 360,000 active | AID 602429, 2012; in the data active means inhibition above about 37%
CSN deneddyl inh = inhibitors of CSN-mediated cullin deneddylation, primary screen, biochemical, fluorescence polarization, uHTS | AID 651999, 2013 | COP9 signalosome complex subunit 5 (Homo sapiens), Q92905 | Purified CSN, SCF-Nedd8-OG deneddylation | 0.38% of 360,000 active | inhibition, % at 12.5 µM;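 active means pattern-corrected inhibition above about 35%, with an unprinted fluorescence ratio check between 0.5 and 1.5, limit read from the data, passing the limit was not always enough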;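 further: 0% = enzyme with substrate and 100% = substrate without enzyme; some results filed as inactive read as strong as hits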
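Assay system: Purified human Csn5 enzyme expressed in HEK293T cells | Amount: Enzyme 0.24 nM | Measured by: Fluorescence polarization readout | Medium: Tris/NaCl/DTT buffer, pH 7.5 | Compound dosing: One concentration, 12.5 µM, 0.25% DMSO | Times: 90 min incubation of compound, enzyme and substrate at room temperature | Control set: no-enzyme wells high, enzyme-with-substrate wells low | Read-out: % inhibition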
The depositor's hits bear a star; i = inactive; / = no result given; + = active, no number.

SMILES	LMPTP block	Tb MetRS inh	STEP block	NadD inh	Scp-1 inhibitor	Rpn11 block	DNMT1 block	MLLE-PAM2 inh	SUMO1 PPI mod	CSN deneddyl inh
Cc1noc(C)c1CSCC(=O)Nc1ccc(Br)cc1Cl	0.5	-0.1	2	-1	4	i	-2	7	1	0
COc1ccc(-n2nnnc2-c2cn(C)nc2C(F)(F)F)cc1	-0.2	-0.7	1	6	1	i	7	0	0	-1
CCn1c(C)nnc1SCC(=O)Nc1ccccc1OC	0.6	-1.4	1	2	-8	i	9	-3	4	0
COc1cccc(N2C(=O)C3CCCN3C2c2ccc(Cl)cc2)c1 (stereo not drawn)	0.1	-0.7	-5	-1	-8	i	-3	-6	5	5
CCCCN(Cc1ccco1)C(=O)c1cc2c(=O)[nH]c3ccc(C)cc3c2s1	3.0	0.4	0	3	-12	i	-5	-9	0	-4
Cn1c2c(c(O)c(-c3ccccc3)c1=O)C(=O)CC(C)(C)C2	-0.2	0.9	0	-4	-1	i	10	0	6	-1
Cc1cc(C)cc(N(CCC#N)C(=O)COC(=O)CCc2c[nH]c3ccccc23)c1	3.9	0.1	18	-6	-4	i	3	8	19	0
Cc1ccc(CS(=O)(=O)CCC(=O)NCCc2ccccc2)cc1	-1.5	-0.7	-2	0	-9	i	-1	5	-3	3
CC(=O)Nc1ccc(C(=O)N2CCCCC2c2cc(C(=O)NC(C)C)no2)cc1 (stereo not drawn)	0.0	-0.2	2	4	/	i	3	14	-3	-1
CCNC(=O)CCS(=O)(=O)c1ccc2ccccc2c1	-1.2	-0.7	0	3	-7	i	-2	17	-4	3
N#Cc1c2n(c(=S)n(-c3ccc(OC(F)F)cc3)c1=O)CCCCC2	0.7	-1.1	-3	-4	-3	i	12	35	0	-1
CCCc1nc2ccccc2c(C(=O)OCC(=O)NCc2ccco2)c1CC	0.4	-0.8	-3	4	-6	i	-9	-20	1	3
O=C(O)CCC(=O)NN1C(=O)c2ccccc2NC1c1ccc(F)cc1 (stereo not drawn)	-0.3	-0.1	-1	-2	-4	i	-1	5	1	2
Cn1c(SCC2CCCO2)nnc1-c1cccc([N+](=O)[O-])c1 (stereo not drawn)	1.0	0.2	0	7	-1	i	-2	12	-20	-3
O=C(CNC(=O)c1ccc(Cl)cc1)NNC(=O)c1ccc(Br)cc1	6.6	0.0	1	4	16	i	0	7	21	1
CCCNC1(C(N)=O)CCN(Cc2ccccc2)CC1	0.0	-0.7	-2	0	-7	i	6	4	-8	0
COc1ccc(CN(C)C(=O)C(CCSC)NS(=O)(=O)c2ccc3c(c2)OCCO3)c(OC)c1OC (stereo not drawn)	-0.1	-0.1	1	-6	-10	i	3	13	2	0
CCOC(=O)N1CCC(NS(=O)(=O)c2cc3c(cc2Cl)NC(=O)CO3)CC1	0.2	-0.9	-2	5	0	i	1	-16	-3	-4
CN(C)S(=O)(=O)c1cccc(NC(=O)COC(=O)COc2ccc(Br)cc2)c1	0.6	0.2	-1	-9	-15	i	-5	1	1	4
CCC(=O)c1ccc(OCC(=O)Nc2nn3cnnc3s2)cc1	-2.3	-0.7	1	0	-1	i	-1	-24	12	0
Cc1noc(C)c1C(=O)N1CCCC(N2CCN(c3cccc(C(F)(F)F)c3)CC2)C1 (stereo not drawn)	-0.7	0.3	2	-2	-5	i	1	4	2	2
COc1cccc(/C=N/NC(=O)c2nnn(-c3nonc3N)c2CN(C)C2CCCCC2)c1	-1.1	-0.2	-3	10	/	i	-9	2	4	7
COc1cc(/C=C/c2nc3ccccc3s2)cc(OC)c1O	-1.5	-1.1	-4	-8	-5	+	-5	-30	-8	8
Cc1ccc(C(=O)COC(=O)C(C)N2C(=O)C3C4C=CC(C4)C3C2=O)cc1 (stereo not drawn)	-2.0	-0.2	0	-7	-7	i	0	15	3	3
COC(=O)c1ccc(NC(=O)CN2C(=O)CCC2=O)cc1	-0.9	0.1	0	2	-1	i	2	-14	1	-2

Reprinted from the listing, 5 compounds:
SMILES	LMPTP block	Tb MetRS inh	STEP block	NadD inh	Scp-1 inhibitor	Rpn11 block	DNMT1 block	MLLE-PAM2 inh	SUMO1 PPI mod	CSN deneddyl inh
CCCCN(Cc1ccco1)C(=O)c1cc2c(=O)[nH]c3ccc(C)cc3c2s1	3.0	0.4	0	3	-12	i	-5	-9	0	-4
Cn1c2c(c(O)c(-c3ccccc3)c1=O)C(=O)CC(C)(C)C2	-0.2	0.9	0	-4	-1	i	10	0	6	-1
Cc1cc(C)cc(N(CCC#N)C(=O)COC(=O)CCc2c[nH]c3ccccc23)c1	3.9	0.1	18	-6	-4	i	3	8	19	0
Cc1ccc(CS(=O)(=O)CCC(=O)NCCc2ccccc2)cc1	-1.5	-0.7	-2	0	-9	i	-1	5	-3	3
CC(=O)Nc1ccc(C(=O)N2CCCCC2c2cc(C(=O)NC(C)C)no2)cc1 (stereo not drawn)	0.0	-0.2	2	4	/	i	3	14	-3	-1

3 compounds out of the list, ordered by SMILES length, rising:
SMILES	LMPTP block	Tb MetRS inh	STEP block	NadD inh	Scp-1 inhibitor	Rpn11 block	DNMT1 block	MLLE-PAM2 inh	SUMO1 PPI mod	CSN deneddyl inh
CCn1c(C)nnc1SCC(=O)Nc1ccccc1OC	0.6	-1.4	1	2	-8	i	9	-3	4	0
COC(=O)c1ccc(NC(=O)CN2C(=O)CCC2=O)cc1	-0.9	0.1	0	2	-1	i	2	-14	1	-2
CCOC(=O)N1CCC(NS(=O)(=O)c2cc3c(cc2Cl)NC(=O)CO3)CC1	0.2	-0.9	-2	5	0	i	1	-16	-3	-4

Next part:
SMILES	LMPTP block	Tb MetRS inh	STEP block	NadD inh	Scp-1 inhibitor	Rpn11 block	DNMT1 block	MLLE-PAM2 inh	SUMO1 PPI mod	CSN deneddyl inh
CCCCCCC(=O)Nc1nc(C)c(-c2csc(Nc3cc(Cl)ccc3C)n2)s1	-0.2	-0.2	2	39*	12	i	-28	0	87*	6
O=C(O)c1ccccc1C(=O)OCCCc1ccncc1	-0.8	-0.1	0	-3	-6	i	10	-5	7	-1
COc1ccc(OC)c(NC(=O)COc2coc(CN3CCCc4ccccc43)cc2=O)c1	3.2	-0.2	-2	7	-5	i	-2	-15	11	2
O=C(NC1CCCCCCC1)c1cccs1	0.8	-1.1	-3	1	-5	i	-3	-2	2	2
O=C(NCC1CCCO1)/C(=C\c1ccco1)NC(=O)c1ccc(Cl)cc1 (stereo not drawn)	-1.6	-0.6	2	-4	1	i	1	-4	-6	2
CN(CC(=O)Nc1c(Cl)cccc1Cl)C(=O)CC1Sc2ccccc2NC1=O (stereo not drawn)	-0.2	-0.2	-2	-1	-4	i	1	9	3	2
CCCCOc1ccc(C(=O)NCC(=O)NC2CCC(C)CC2)cc1 (stereo not drawn)	-0.4	-0.8	-2	3	-4	i	13	-2	2	3
CCOC(=O)c1c(-n2c(C)cc(C=O)c2C)sc2c1CCCC2	0.4	-0.3	3	-2	0	i	-3	-3	-3	4
CCOC(=O)C1(Cc2ccc(OC)cc2)CCN(C(=O)c2cc3ccccc3[nH]2)CC1	3.8	0.6	-1	-7	-20	i	-9	1	-2	1
C[C@@H]1CN(S(=O)C(C)(C)C)[C@@H](CCO)/C1=C\CCO (stereo partly drawn)	-0.3	0.6	-1	2	0	i	-3	-4	-5	0
Cc1ccc(NC(=O)COC(=O)/C=C/c2ccco2)cc1S(=O)(=O)N(C)C	1.4	-0.5	3	-3	27	i	15	-32	-5	7
COc1ccc(CC(=O)NNC(=O)c2c(-c3ccccc3Cl)noc2C)cc1OC	-1.0	0.9	2	-1	-3	i	0	-17	-4	1
Cc1ccc(-n2ncc3c(=O)[nH]c(SC(C)C)nc32)cc1	-0.5	-0.4	-2	0	-13	i	3	-2	5	10
Cc1cc(C)n(C(=O)CNC(=O)c2cccc(F)c2)n1	-0.7	-0.1	2	-9	3	i	-1	12	1	1
CCCCN(CCCC)S(=O)(=O)c1ccc(C(=O)Nc2nnc(CSC)o2)cc1	-1.8	-2.5	3	10	-5	i	5	3	3	4
COC(=O)C1(Cc2ccccc2)NC(c2ccc(F)cc2)C2C(=O)N(C)C(=O)C21 (stereo not drawn)	1.2	-1.2	-4	7	0	i	-3	8	-1	-4
O=C(OCC(=O)N1CCOCC1)c1ccccc1OCc1ccccc1Cl	-0.6	-0.4	2	-1	2	i	6	-6	4	-1
Cc1cccc2nc(C(F)(F)F)nc(=O)n12	0.3	-0.3	5	-4	1	i	1	-6	0	0
CN1CCc2c(sc3c2c(=O)n(-c2ccc(Cl)cc2)c2nncn32)C1	-1.2	0.6	1	3	-1	i	2	22	-17	2
CC(C)C[C@H]1CN=C(Nc2ccccc2)N1CC1CCCC1	-3.6	-0.4	2	-3	-3	i	2	13	1	3
CCOC(=O)NC(C(F)(F)F)(C(F)(F)F)P(=O)(c1ccccc1)c1ccccc1	-0.7	-0.5	3	-5	4	i	1	-22	4	-4
